# High-throughput results from PubChem.
# Fh CTSL1 inh: counter-screen for PFM18AAP inhibitors: inhibitors of F. hepatica cathepsin L1; 300,000 tested, 0.49% active; inhibition, % at 5.96 µM; AID 1906; recombinant F. hepatica cathepsin L1, Z-Leu-Arg-MCA fluorescence;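 active = inhibition above the mean of all tested compounds plus 3 SD, set per screening campaign, cut at about 17% in these data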;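 note: 0% = plate median of test compound wells and 100% = 1 µM Z-Phe-Ala-diazomethylketone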
# PP5 inh: inhibitors of human protein phosphatase 5 (PP5); purified PP5c, OMFP substrate fluorescence; 320,000 tested, 0.18% active; inhibition, % at 6.7 µM;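 active = inhibition above the campaign's mean inhibition across all tested compounds plus 3 SD, cut at about 9.5% in these data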;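 note: 0% = DMSO only and 100% = 100 µM cantharidin control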
# TPT1 inhibitor: blocks Candida albicans tRNA 2'-phosphotransferase; recombinant caTPT1, FP RNA substrate dephosphorylation; inhibition, % at 5 µM; 300,000 tested, 0.81% active; AID 1962;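 active = inhibition above the mean of all tested compounds plus 3 SD, set per screening campaign, cut at about 24% in these data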;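 note: plate controls were DMSO alone for no effect and ferristatin control at 100 nM for full effect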
# procasp7 counter: activates human procaspase-7, counter-screen for procaspase-3 activators | P55210 | recombinant procaspase-7, Ac-DEVD-pNA absorbance 405 nm; D23A/D198A/D206A triple mutant, cannot self-cleave; scale: DMSO 0, 5 µM enzyme 100 | activation, % at 8.5 µM | 330,000 tested, 0.093% active | AID 463210;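 active = percent activation above the screen-wide mean plus 3 SD, cut at about 25% in these data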
# Target sequence (P55210 whole entry D23A/D198A/D206A): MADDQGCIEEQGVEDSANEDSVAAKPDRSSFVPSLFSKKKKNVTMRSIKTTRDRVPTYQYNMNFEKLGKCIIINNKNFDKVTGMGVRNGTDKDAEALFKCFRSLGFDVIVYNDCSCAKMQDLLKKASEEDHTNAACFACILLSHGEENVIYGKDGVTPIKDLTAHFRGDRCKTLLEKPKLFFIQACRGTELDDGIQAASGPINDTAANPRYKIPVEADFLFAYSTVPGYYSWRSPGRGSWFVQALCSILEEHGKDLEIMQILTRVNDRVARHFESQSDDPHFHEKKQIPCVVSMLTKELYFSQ
#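 System: Uncleavable procaspase-7 mutant enzyme; Amount: 2 µM procaspase-7 mutant as dispensed; Schedule: 1 h compound preincubation, 2 h substrate cleavage, 25 °C; Measured by: 405 nm absorbance of p-nitroaniline; Evaluation: percent activation from buffer-corrected 0–120 min absorbance change; Control set: low DMSO alone, high DMSO plus 5 µM PC-7.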
# Efflux pump mplx: inhibitors of Candida antifungal efflux pumps expressed in yeast; S. cerevisiae Candida pump triplex, Nile Red efflux; inhibition, % at 10 µM; 330,000 tested, 0.44% active;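 active = plate passing quality check with inhibition over a set limit, or well fluorescence over plate mean plus 4 SD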;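 note: Nile Red retained in pooled yeast measured as flow cytometry median fluorescence; 0% = buffer negative control and 100% = Enniatin B positive control; higher means more Nile Red kept so more efflux inhibition; some compounds called inactive have numbers as strong as hits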
# GASC-1 inh: inhibitors of human GASC-1 (JMJD2C) demethylase; Q9H3R0; GST-JMJD2C(1-420) H3K9me3 demethylation, DELFIA europium; inhibition, % at 2.35 µM; 330,000 tested, 0.069% active; AID 2099;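 active = more than half of a compound's replicate wells show inhibition beyond 50%, single wells judged on their own value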;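 note: signal counts dimethyl H3K9 product captured on neutravidin plate; 0% = median of DMSO wells and 100% = 0.3 times that DMSO median; strong numbers were not always called active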
# Target sequence (Q9H3R0 1-420 limits assumed): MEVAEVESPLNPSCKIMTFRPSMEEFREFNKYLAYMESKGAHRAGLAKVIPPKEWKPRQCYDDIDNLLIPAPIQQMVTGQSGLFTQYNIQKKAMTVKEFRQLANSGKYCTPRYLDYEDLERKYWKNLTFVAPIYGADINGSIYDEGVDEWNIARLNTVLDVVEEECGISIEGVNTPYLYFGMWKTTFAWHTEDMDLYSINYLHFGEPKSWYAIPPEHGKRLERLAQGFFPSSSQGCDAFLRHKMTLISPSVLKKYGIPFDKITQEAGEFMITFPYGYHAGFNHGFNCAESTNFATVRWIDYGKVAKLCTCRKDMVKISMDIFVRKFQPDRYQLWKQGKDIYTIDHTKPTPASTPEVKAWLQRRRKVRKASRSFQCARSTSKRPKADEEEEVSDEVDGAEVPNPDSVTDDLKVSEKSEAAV
# HCV core dimer: blocks dimerization of HCV core protein | TR-FRET GST/Flag-core106 dimerization, 1536-well | inhibition, % at 5 µM | 300,000 tested, 0.33% active | AID 1899;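 active = inhibition above the mean of all tested compounds plus 3 SD, set per screening campaign, cut at about 45% in these data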
#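 Material: GST/Flag-tagged HCV core106 proteins. Incubation: 4 h, 22.5 °C incubation. Read-out basis: inhibition (%) from 671 over 617 nm ratio. Measured by: TR-FRET, excitation 340 nm, emission 617 and 671 nm.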
# procasp3 activ: activates human procaspase-3; P42574; recombinant procaspase-3 D3A, Ac-DEVD-pNA absorbance 405 nm; activation, % at 8.5 µM; 330,000 tested, 0.11% active;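 active = activation above the mean of all tested compounds plus 3 SD, cut at about 21% in these data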;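 note: 0% = DMSO alone and 100% = DMSO wells spiked with extra 5 µM PC-3 D3A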
#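 Assay system: Autoprocessing-dead procaspase-3 D3A mutant enzyme; also added: Ac-DEVD-pNA; doses: one concentration, 8.5 µM nominal, 0.8% DMSO; times: 1 h compound preincubation, 2 h substrate hydrolysis at 25 °C; technique: 405 nm absorbance of p-nitroaniline, reads at 0 and 120 min; measure: % activation between DMSO and enzyme-spiked controls; repeats: single replicate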
# PP1 inh: blocks human PP1-alpha phosphatase, a PP5 counter-screen. 320,000 tested, 0.9% active. P62136. inhibition, % at 6.7 µM. purified PP1alpha, OMFP fluorescence;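 active = inhibition above the mean inhibition of all tested compounds plus 3 SD, computed separately for each screening campaign, cut at about 15% in these data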
# * = called active by the depositor; . = no result given. Outcome played no part in choosing rows (roughly 2.9% active in at least one column).
no.	compound	Fh CTSL1 inh	PP5 inh	TPT1 inhibitor	procasp7 counter	Efflux pump mplx
1	O=C(CSc1c2c(nc3cc(Cl)ccc13)CCCC2)NCCN1CCOCC1	0	2.4	2	-2	0.3
2	CC1CCCCN1C(=O)CN1C(=O)NC2(CCCCC2C)C1=O (stereo not given)	.	1.8	.	-5	0.3
3	O=C(Nc1ccccc1F)n1ncc2cc(Cl)ccc21	6	1.2	-2	10	0.0
4	Cc1cc(C(=O)NNC(=S)NC(C)c2ccccc2)cs1 (stereo not given)	-3	0.0	-1	-8	-0.3
5	COc1ccccc1CNCc1ccc(OC)c(OC)c1OC	-2	-0.7	0	7	0.0
6	CC(=O)Nc1ccc(NS(=O)(=O)c2cccc3nonc23)cc1	17*	-3.1	-1	-5	0.0
7	O=C(NCC1COc2ccccc2O1)C1CCCN(S(=O)(=O)c2cnc[nH]2)C1 (stereo not given)	-1	2.4	-2	-5	0.0
8	O=C(NC1CCCC1)c1ccc(Br)o1	0	-2.1	-6	-2	-0.1
9	COc1cccc(OC)c1C(=O)NC(=S)Nc1ccc2c(c1)OCCO2	-2	1.4	-3	-3	0.0
10	CN(C(=O)c1cc([N+](=O)[O-])ccc1N1CCCC1)C1CCCCC1	22*	-1.1	2	-18	1.9
11	COc1cc(/C=C(\C#N)c2nc(-c3cc4ccccc4oc3=O)cs2)ccc1O	1	-3.7	38*	-5	-0.5
12	O=C(NCc1cccnc1)C(=O)NCC(c1ccco1)N1CCOCC1 (stereo not given)	0	1.5	-1	-2	0.0
13	COc1cc(C(=O)Nc2cc(C(F)(F)F)ccc2N2CCOCC2)ccc1OCC(=O)N1CCOCC1	1	1.5	0	8	0.0
14	CC(C)OCCCNC(=O)c1ccc2c(c1)S(=O)(=O)c1ccccc1C2=O	0	-1.1	1	6	0.3
15	O=c1oc2ccccc2cc1-c1csc(Nc2ccc(O)cc2)n1	1	2.9	13	-8	-0.2

no.	GASC-1 inh	HCV core dimer	procasp3 activ	PP1 inh
1	-10	4	-5	-3
2	1	.	2	-2
3	-1	-7	-9	-3
4	9	-6	5	-1
5	41	-5	3	4
6	5	-20	7	-3
7	3	-4	7	-4
8	-6	-10	-3	3
9	44	4	1	-1
10	7	2	-1	-5
11	2	25	1	-5
12	1	3	8	-2
13	4	-2	5	-3
14	5	8	3	-3
15	-7	-9	-4	-2

# (further entries)
no.	compound	Fh CTSL1 inh	PP5 inh	TPT1 inhibitor	procasp7 counter	Efflux pump mplx
16	CN(C)CCNC(=S)Nc1ccc(Cl)cc1Cl	-1	1.7	-5	-9	0.0
17	Cc1ccc(-c2nnc(N3CCOCC3)c3ccccc23)cc1S(=O)(=O)NCC1CCCO1 (stereo not given)	3	1.9	-3	5	-0.1
18	COCCn1c(SCC(=O)Nc2cc(C)on2)nc2ccccc21	1	-2.4	3	-7	0.2
19	Cc1ccc(C)c(N2CCN(C(=O)Cn3c(=O)oc4cc(S(=O)(=O)N5CCCC5)ccc43)CC2)c1	-1	0.1	0	4	1.0
20	COc1ccc(OCc2cc(C(=O)N(C)Cc3cc(C4CC4)n[nH]3)no2)c(Cl)c1	-7	2.9	0	-3	0.3
21	COc1ccc(Br)cc1/C=C/C(=O)c1ccc(NC(C)=O)cc1	0	2.1	-1	-1	-0.5
22	CC(=O)C1C(c2ccc(F)cc2)C2C(C)=NN=C2CC1(C)O (stereo not given)	4	1.5	-3	11	-0.1
23	Cc1cc(C)cc(-n2nnnc2-c2cn(C)nc2C(F)(F)F)c1	4	1.2	-6	0	0.0
24	Cc1cnc(NC(=O)c2ccc3c(c2)C(=O)N(Cc2cccnc2)C3=O)s1	4	0.1	-3	2	0.2
25	O=C(Cn1cccc1C(=O)c1ccccc1)NCCc1ccc(Cl)cc1	1	0.4	3	-2	-0.1
26	O=C1CN(C(=O)c2ccccc2F)c2ccccc2N1	-1	2.9	2	-7	-0.1
27	Cc1ccc(SCc2ccc(C(=O)NCc3ccncc3)cc2)cc1	-5	0.1	-2	5	0.0
28	CC(=O)Nc1ccc(/C(C)=N/NS(=O)(=O)c2ccccc2)cc1	1	2.4	0	0	0.4
29	CC1Cc2ccccc2N1C(=O)Cn1nc(C(=O)O)c2ccccc2c1=O (stereo not given)	7	-0.2	-1	1	0.1
30	CC12CCC(C(=O)OC3CCCCC3)(OC1=O)C2(C)C (stereo not given)	-1	-1.5	-2	5	0.0

no.	GASC-1 inh	HCV core dimer	procasp3 activ	PP1 inh
16	-8	-2	-2	-4
17	5	4	12	-1
18	0	-5	3	-2
19	14	-12	0	-1
20	10	10	-3	3
21	0	-5	-6	-3
22	6	-7	1	5
23	0	0	1	0
24	-21	-23	1	0
25	1	7	2	4
26	12	-2	4	4
27	-5	-2	-9	3
28	-4	-16	-8	-1
29	-15	13	-2	3
30	3	11	8	-1

# Two entries from above, with each value named:
25: O=C(Cn1cccc1C(=O)c1ccccc1)NCCc1ccc(Cl)cc1
  Fh CTSL1 inh = 1
  PP5 inh = 0.4
  TPT1 inhibitor = 3
  procasp7 counter = -2
  Efflux pump mplx = -0.1
  GASC-1 inh = 1
  HCV core dimer = 7
  procasp3 activ = 2
  PP1 inh = 4
26: O=C1CN(C(=O)c2ccccc2F)c2ccccc2N1
  Fh CTSL1 inh = -1
  PP5 inh = 2.9
  TPT1 inhibitor = 2
  procasp7 counter = -7
  Efflux pump mplx = -0.1
  GASC-1 inh = 12
  HCV core dimer = -2
  procasp3 activ = 4
  PP1 inh = 4

# Look-ups from the entries so far.
# no. 26 in procasp3 activ shows 4
# no. 29 in GASC-1 inh shows -15

# TPT1 inhibitor: what is marked active above
cpd	molecule	PP5 inh	TPT1 inhibitor	Efflux pump mplx	GASC-1 inh	HCV core dimer	procasp3 activ
11	COc1cc(/C=C(\C#N)c2nc(-c3cc4ccccc4oc3=O)cs2)ccc1O	-3.7	38*	-0.5	2	25	1

# Remaining list, next part.
no.	compound	Fh CTSL1 inh	PP5 inh	TPT1 inhibitor	procasp7 counter	Efflux pump mplx
31	CCOC(=O)CC1=C(C#N)C(c2cccnc2)C(C(=O)OCC)=C(N)O1 (stereo not given)	-1	0.7	-6	3	-0.1
32	CC(=O)Nc1ccc(NC(=O)CN2CCCC(C)C2)c(Cl)c1 (stereo not given)	-2	-0.4	-3	5	0.0
33	CNc1nc(N)c(C(=O)Nc2cc(C)on2)s1	1	0.5	-1	-3	0.0
34	CC1=Nc2ccccc2/C1=C/c1c(N)n2c(S(=O)(=O)C(C)C)nsc2nc1=O	2	4.8	2	0	-0.1
35	CC(C)CC(C(=O)Nc1cccc(O)c1)N1C(=O)c2ccccc2C1=O (stereo not given)	5	5.1	-1	11	0.1
36	COc1ccc(C(=O)Cn2cnc3ccccc3c2=O)cc1	2	1.6	0	-1	0.1
37	O=C(Nc1ccnn1C1CCN(CCCc2ccccc2)CC1)c1ccccc1	1	4.2	4	-8	0.2
38	CC1(C)CC(=O)C2=C(C1)Nc1cc3c(cc1C2c1ccc(F)cc1)OCO3 (stereo not given)	2	2.6	1	6	0.0
39	CC(C)C[C@H](NC(=O)c1nc[nH]c1C(=O)N(C)Cc1ccccc1)C(=O)OC(C)(C)C	7	1.4	-2	11	0.9*
40	CC(CC(=O)O)NCC1COc2ccccc2O1 (stereo not given)	-9	-1.0	2	5	0.5
41	N=c1c2ccccc2nnn1-c1cccc(C(F)(F)F)c1	0	-1.0	1	-1	0.0
42	CCOc1ccc(NC(=S)NNC(=O)c2cc(Br)ccc2Cl)cc1	-3	1.5	0	-5	0.1
43	COc1ccc2nc3oc(C(=O)N4CCCCC4)cc3cc2c1	3	-2.2	1	8	0.0
44	O=C(Nc1ccc2c(c1)CCC2)c1cc(S(=O)(=O)Nc2ccc(F)cc2)c(Cl)cc1Cl	0	2.6	-2	-17	-0.3
45	Cc1cccc(NC(=O)c2cc([N+](=O)[O-])ccc2NCC2CCCO2)n1 (stereo not given)	-4	0.7	-2	2	0.1
46	N#Cc1c(-c2ccccc2)c(-c2ccccc2)n(Cc2ccco2)c1NC(=O)c1cccs1	-1	0.3	2	4	-0.1

no.	GASC-1 inh	HCV core dimer	procasp3 activ	PP1 inh
31	-5	3	6	-2
32	7	0	2	1
33	-18	-4	-2	1
34	-6	-1	-13	1
35	22	10	7	0
36	2	-2	1	3
37	3	0	0	-6
38	8	4	-6	1
39	6	0	5	-1
40	-9	5	-6	-1
41	6	-8	-1	-5
42	-7	5	-4	2
43	3	-3	1	-1
44	4	21	1	3
45	-11	2	5	1
46	55	8	10	7

# 4 entries out of the list, arranged by count of non-hydrogen atoms, lowest first:
no.	compound	Fh CTSL1 inh	PP5 inh	TPT1 inhibitor	procasp7 counter	Efflux pump mplx
40	CC(CC(=O)O)NCC1COc2ccccc2O1 (stereo not given)	-9	-1.0	2	5	0.5
3	O=C(Nc1ccccc1F)n1ncc2cc(Cl)ccc21	6	1.2	-2	10	0.0
21	COc1ccc(Br)cc1/C=C/C(=O)c1ccc(NC(C)=O)cc1	0	2.1	-1	-1	-0.5
14	CC(C)OCCCNC(=O)c1ccc2c(c1)S(=O)(=O)c1ccccc1C2=O	0	-1.1	1	6	0.3

no.	GASC-1 inh	HCV core dimer	procasp3 activ	PP1 inh
40	-9	5	-6	-1
3	-1	-7	-9	-3
21	0	-5	-6	-3
14	5	8	3	-3
